Source: PubChem
TRHR agonist: agonists of human TRH receptor; hit rate 0.18% among 360,000; activation, % at 2 µM; TRHR cells, calcium flux fluo-8, FDSS agonist mode; P34981; in the data active means activation above about 30%; further: 0% is about no effect
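TRHR-expressing cells loaded with fluo-8 calcium dye; 23 nL library compound pin-transferred, kinetic FDSS fluorescence (Ex 480/Em 530) recorded about 180 s for agonist-induced calcium release, before a 10 nM TRH EC20 addition for potentiator mode.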
TrxR1 substrate: substrates of rat thioredoxin reductase 1; hit rate 0.01% among 390,000; AID 588456; Potency, µM (top dose mostly 114 µM), for the others: at the highest dose activity change, negative = substrate turnover; O89049; purified TrxR1 substrate turnover, NADPH consumption readout; further: potency means the concentration at half of the fitted maximal effect; on the % scale 0 is the no-effect control and ±100 the full control effect; nearly all actives have a fitted effect of over 50% in size
Target sequence (O89049 whole entry, looked up): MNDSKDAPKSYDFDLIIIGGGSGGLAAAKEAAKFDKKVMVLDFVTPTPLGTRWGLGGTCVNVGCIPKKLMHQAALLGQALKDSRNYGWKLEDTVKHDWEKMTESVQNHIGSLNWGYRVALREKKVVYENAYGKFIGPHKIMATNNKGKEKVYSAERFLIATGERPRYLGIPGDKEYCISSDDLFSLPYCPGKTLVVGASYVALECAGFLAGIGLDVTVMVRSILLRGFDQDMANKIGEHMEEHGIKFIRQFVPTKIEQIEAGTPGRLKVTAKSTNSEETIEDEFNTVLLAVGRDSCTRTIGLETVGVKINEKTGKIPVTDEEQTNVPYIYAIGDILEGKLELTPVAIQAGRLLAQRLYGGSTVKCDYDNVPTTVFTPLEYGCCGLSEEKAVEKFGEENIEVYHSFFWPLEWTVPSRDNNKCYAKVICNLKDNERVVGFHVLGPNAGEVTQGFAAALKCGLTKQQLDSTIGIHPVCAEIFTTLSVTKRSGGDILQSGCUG
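Rat TrxR1, dispensed at 90 nM, was prereduced with 400 uM NADPH (final) for 5 min at ~22 deg C, then incubated with compound 15 min before 400 uM selenite. A first-read NADPH fluorescence drop versus no-compound background flagged substrates.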
USP1-UAF1 inh: USP1/UAF1 (human) deubiquitinase inhibition; O94782; AID 743255; Potency, µM (series often up to 57.1 µM), for the others: at the highest dose activity change, negative = inhibition, usual class: inhibitors; hit rate 0.23% among 390,000; recombinant USP1/UAF1, Ub-Rhodamine cleavage fluorescence; further: potency means the concentration at half of the fitted maximal effect; on the % scale 0 is the no-effect control and ±100 the full control effect; nearly all actives have a fitted effect of over 60% in size; inactives centre near -12
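Step one: compound is pinned into 1nM USP1/UAF1 in HEPES pH 7.8 buffer with TCEP. Step two: 15 min room-temperature incubation. Step three: Ub-Rho (150nM final) starts cleavage, tracked by fluorescence over six one-minute reads.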
rTrxR1 inhibitor: blocks rat thioredoxin reductase 1; recombinant rTrxR1, NADPH fluorescence consumption, selenite substrate; hit rate 1% among 390,000; AID 588453; O89049; Potency, µM (series often up to 114 µM), for inactives: at the highest dose activity change, negative = inhibition, most hits filed as inhibitors; further: potency means the concentration at half of the fitted maximal effect; on the % scale 0 is the no-effect control and ±100 the full control effect; nearly all actives have a fitted effect of over 65% in size
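Rat TrxR1 (90 nM in the dispensed reagent) was pre-reduced with 400 uM NADPH for 5 min at room temperature, then incubated with compound for 15 min. After 400 uM selenite was added, NADPH fluorescence (Ex 340/Em 450 nm) was followed for 8 min.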
D2 agonist: agonists of human D2 dopamine receptor | hit rate 0.53% among 340,000 | activation, % at 2 µM | HEK293 T-REx D2 cells, calcium flux agonist mode;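 active means activation over 3 SD above normal in the single-dose calcium agonist read, cut at about 30% in these data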; further: 0% is about no effect
Target sequence (P14416 whole entry, looked up): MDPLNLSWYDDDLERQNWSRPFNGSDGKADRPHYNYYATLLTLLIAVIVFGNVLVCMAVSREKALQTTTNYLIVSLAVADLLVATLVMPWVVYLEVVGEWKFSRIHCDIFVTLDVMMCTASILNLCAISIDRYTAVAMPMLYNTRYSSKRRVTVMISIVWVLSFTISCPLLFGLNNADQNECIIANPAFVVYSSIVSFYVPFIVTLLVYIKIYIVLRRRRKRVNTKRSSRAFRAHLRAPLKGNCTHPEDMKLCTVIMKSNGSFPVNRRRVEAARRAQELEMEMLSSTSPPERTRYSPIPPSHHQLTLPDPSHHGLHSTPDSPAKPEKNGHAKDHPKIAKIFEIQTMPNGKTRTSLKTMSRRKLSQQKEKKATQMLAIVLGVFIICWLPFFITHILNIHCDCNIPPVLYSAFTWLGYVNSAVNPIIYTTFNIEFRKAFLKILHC
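Tetracycline-induced HEK293 Trex cells with D2 receptor force-coupled to calcium signaling, plated overnight at 30 C and loaded with no-wash calcium dye. Calcium flux read kinetically for 180 s after compound addition; responses flag agonists.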
D2 antag: antagonists of human D2 dopamine receptor; P14416; HEK293 TREx D2 cells, calcium flux, dopamine EC80; inhibition, % at 10 µM; hit rate 2% among 340,000; AID 485344; in the data active means inhibition above about 30%; further: 0% is about no effect
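Tetracycline-induced HEK293 TREx cells expressing D2 receptor forced-coupled to calcium signalling, loaded with no-wash calcium dye. Compounds added and calcium flux read 180 s, then dopamine added at EC80 and read a further 180 s.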
IDH1 R132H inh: blocks human mutant IDH1 R132H enzyme; O75874; IDH1-R132H enzyme, NADPH consumption, diaphorase/resazurin fluorescence; Potency, µM (doses to about 76.6 µM), inactives show at the highest dose activity change, negative = inhibition, hits mostly inhibitors; hit rate 0.093% among 390,000; AID 602179; further: potency means the concentration at half of the fitted maximal effect; on the % scale 0 is the no-effect control and ±100 the full control effect; nearly all actives have a fitted effect of over 65% in size
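IDH1-R132H (0.5 ug/mL) preincubated 30 min with compound, then NADPH (0.016 mM) and alpha-KG (2 mM) added; 80 min at RT, pH 7.5. Remaining NADPH coupled via diaphorase/resazurin to fluorescence (540/590 nm); concentration-response curves normalized to no-enzyme control.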
TRHR enhancer: allosteric enhancers of human TRH receptor; TRHR cells, fluo-8 calcium fluorescence, EC20 TRH enhancement; AID 493056; enhancement, % at 2 µM; hit rate 0.66% among 360,000; P34981; in the data active means enhancement above about 30%; further: 0% is about no effect
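Enhancer read-out: after compound pinning and an initial kinetic agonist-mode read, an EC20 of TRH (10 nM final) was injected and fluo-8 calcium signal (Ex 480/Em 530) followed at 1 s/cycle for 100 cycles in TRHR-expressing cells.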
Pin1 inh: inhibitors of human Pin1; AID 504891; hit rate 0.009% among 390,000; Pin1 FP peptide displacement, HiFluor488, 10 min; Q13526; Potency, µM (highest dose often 115 µM), without a hit: at the top dose activity, negative = inhibition, most hits filed as inhibitors; active means well fitted inhibition curve with a large enough effect in the polarisation, with a control signal flat, not every such curve was filed as active; inconclusive means small, poorly fitted or top-dose-only effect, or effect the other way, or a change in a side signal; inactive means no such curve, though single readings can be large or run the other way; the % refers to the polarisation; further: potency means the concentration at half of the fitted maximal effect; on the % scale 0 is the no-effect control and ±100 the full control effect
Target sequence (Q13526 whole entry, looked up): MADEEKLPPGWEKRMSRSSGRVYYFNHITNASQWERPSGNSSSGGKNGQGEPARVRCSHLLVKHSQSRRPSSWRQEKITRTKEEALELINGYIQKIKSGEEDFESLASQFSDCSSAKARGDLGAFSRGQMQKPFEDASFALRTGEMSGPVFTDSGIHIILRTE
Active calls of the source: *; ? = inconclusive; / = no result given; & = joins results of further samples; [ ] = remark or other dose. Unless noted, the call rests on the fitted dose curve; in most records, active means well fitted inhibition curve with a large enough effect; inconclusive means small, poorly fitted or top-dose-only effect; inactive means no such curve, though single readings can be large or run the other way. A portion of the library; the hit share may differ from the screen's.

SMILES	TRHR agonist	TrxR1 substrate	USP1-UAF1 inh	rTrxR1 inhibitor	D2 agonist	D2 antag	IDH1 R132H inh	TRHR enhancer	Pin1 inh
NS(=O)(=O)c1ccc(CCNC(=O)CCCn2c(SCC(=O)N3CCCC3)nc3ccsc3c2=O)cc1	0.3	6%	-10%	31%	0.5	-4	1%	0	0%
Cc1ccccc1OCCn1cc(C(=O)C2CCCCC2)c2ccccc21	-1.4	5%	?	19%	-1.5	/	0%	5	0%
CCCCc1nnc(SCC(=O)NC2CCCCC2)n1C	0.2	-5%	-14%	0%	1.0	-11	6%	-3	-4%
Cc1ccc(-n2cc(CNC(C)c3cnn(C)c3C)c(-c3ccc(F)cc3)n2)cc1 (stereo unspecified)	2.0	10%	-21%	18%	0.7	8	11%	2	2%
COc1cccc(NC(=S)N(CCN(C)C)C(C)c2ccncc2)c1 (stereo unspecified)	-0.1	6%	-24%	14%	1.1	-4	0%	5	6%
CN(C)CCNc1ncnc2c1sc1nc(N3CCCC3)c3c(c12)CC(C)(C)OC3	0.1	3%[57.1 µM]	-6%	11%[57.1 µM]	1.5	-1	10%	-18	2%
O=C(C[n+]1cc(-c2ccc(Cl)cc2)n2c1CCCCC2)c1ccccc1	0.2	12%[57.1 µM]	-14%	13%[57.1 µM]	-0.8	16	5%	-1	1%
Cc1cccc(NC(=S)NNC(=O)CCn2nc(C)c([N+](=O)[O-])c2C)c1	0.5	-7%	-4%	-17%	-0.2	6	2%	-4	-1%
Cc1cc2c(cc1C)CSC(c1ccccc1O)SC2	-0.2	2%[57.1 µM]	-13%	10%[57.1 µM]	-0.1	-7	13%	-2	0%
CCCCNc1c(-c2ccc(OC)c(SC(C)CC)c2)nc2ccc(C)cn12 (stereo unspecified)	/	53%[activator]	-22%	24%	/	/	3%[38.3 µM]	/	?
O=C1CCC(C(=O)N2CCN(c3cnccn3)CC2)CN1CCc1ccc(Cl)cc1 (stereo unspecified)	-0.2	5%	-13%	-18%	0.8	-4	2%	-4	-7%
O=C(Nc1sc2c(c1C(=O)N1CCOCC1)CCCCC2)c1cccnc1	0.3	0%	-10%	10%[57.1 µM]	0.6	8	12%	-1	0%

Next section, starting with the last four of the part before.
SMILES	TRHR agonist	TrxR1 substrate	USP1-UAF1 inh	rTrxR1 inhibitor	D2 agonist	D2 antag	IDH1 R132H inh	TRHR enhancer	Pin1 inh
Cc1cc2c(cc1C)CSC(c1ccccc1O)SC2	-0.2	2%[57.1 µM]	-13%	10%[57.1 µM]	-0.1	-7	13%	-2	0%
CCCCNc1c(-c2ccc(OC)c(SC(C)CC)c2)nc2ccc(C)cn12 (stereo unspecified)	/	53%[activator]	-22%	24%	/	/	3%[38.3 µM]	/	?
O=C1CCC(C(=O)N2CCN(c3cnccn3)CC2)CN1CCc1ccc(Cl)cc1 (stereo unspecified)	-0.2	5%	-13%	-18%	0.8	-4	2%	-4	-7%
O=C(Nc1sc2c(c1C(=O)N1CCOCC1)CCCCC2)c1cccnc1	0.3	0%	-10%	10%[57.1 µM]	0.6	8	12%	-1	0%
O=C(CSc1nc2c(c(=O)[nH]1)CN(Cc1ccc3c(c1)OCO3)CC2)Nc1cccc(Cl)c1	-0.1	8%	-21%	22%	/	/	-17%	-2	1%
CCOc1ccc(C2OCCC(C)O2)cc1OC (stereo unspecified)	/	-8%[2.29 µM]	6%	-17%[57.1 µM]	/	/	0%	/	0%
COc1ccc(N2CCN(c3ncnc4nc[nH]c34)CC2)cc1	0.1	2%	-15%	21%	2.3	8	-6%	-5	0%
CCSc1nnc(CNc2ccc(F)cc2)n1CC1CCCO1 (stereo unspecified)	-0.1	-1%	-9%	-6%	0.4	-4	9%	17	-1%
O=C(CNC(c1ccccc1)c1ccccc1)Nc1ccccc1Br	1.2	-2%	-10%	30%	0.4	24	5%	-7	2%
CCc1nc2ccccc2n1Cc1ccc(OC)c(OC)c1	-0.4	-4%	-11%	0%	-1.8	-8	2%	-4	0%
NC(=O)CSc1nnc(-c2cc(-c3ccc(Cl)cc3)nc3ccccc23)o1	0.5	20%[57.1 µM]	3%	19%	-0.5	6	-4%	-4	2%
CC(C)c1ccc(-c2c(C#N)c(N)nc3c2CCCCC3)cc1	-1.0	19%	-26%	16%	-0.7	7	8%	0	2%
CCN1CCN(C(=S)Nc2cccc(Cl)c2)CC1	0.5	-1%	1%	11%	/	/	14%	15	1%
O=C1C2C3C=CC(C4CC34)C2C(=O)N1c1nccs1 (stereo unspecified)	0.1	-4%[57.1 µM]	-14%	7%[57.1 µM]	-0.3	2	-2%	-10	-2%
Cc1cc(N2CCCC2=O)cc(C)c1S(=O)(=O)Nc1c(C)nn(C)c1C	0.1	-12%[57.1 µM]	-9%	-20%[57.1 µM]	0.5	2	-1%	-2	2%
O=C(CCC(=O)Nc1ccc(Cl)cc1Cl)NNC(=O)[C@@H]1CCCC[C@@H]1C(=O)O	-0.1	-8%	-20%	-7%	-0.2	-22	1%	8	-6%
CC(CCc1ccccc1)NC(=O)C1CCN(S(=O)(=O)N2CCOCC2)CC1 (stereo unspecified)	0.2	0%	-5%	?	0.2	10	0%	-4	-4%
COc1ccc(-c2cc(CNS(=O)(=O)c3ccc(F)cc3)on2)cc1	-0.1	-2%[57.1 µM]	-9%	2%[57.1 µM]	-1.7	-2	-3%	-1	?
O=C(NCc1ccco1)c1ccc(COCC(F)(F)C(F)F)cc1	0.1	-4%	-14%	-6%	-0.4	-5	6%	6	-8%
Oc1ccc(N=Nc2ccc3c(c2)OCCO3)c2ncccc12	-1.1	-4%	-5%	-6%	1.1	-7	5%	-6	1%
COc1ccc(/C=C2\SC(=S)N(CCCC(=O)Nc3ccc(O)cc3)C2=O)cc1	-0.6	4%	-8%	-14%	-0.4	3	2%	1	0%
Cc1cccc(CSc2ncnc3ccccc23)c1	-0.5	3%	-6%	12%	0.1	17	14%	-5	-1%
O=C(N/N=C/c1nn(-c2ccccc2)cc1-c1ccccc1)c1ccncc1	-0.6	18%	-21%	?	-0.1	-8	3%	12	21%
CC(=O)NS(=O)(=O)c1ccc(NC(=O)CCc2ccccc2)cc1	-1.1	5%	-1%	8%	-1.7	-15	-2%	3	4%
COc1ccc(C)cc1NC(=O)COC(C)=O	-0.3	3%	-4%	16%	0.5	-11	3%	6	1%
COCCN(C(=O)Nc1ccccc1)c1ccccc1	0.5	-5%	-7%	22%[57.1 µM]	-0.2	-5	5%	0	2%
CCCCCCSc1ccc([C@@H]2[C@@H]3C(=O)N(CC)C(=O)[C@@H]3[C@]3(C(=O)OC)CCCCN23)cc1	/	-16%[57.1 µM]	-30%	-22%	/	/	17%	/	13%
Cc1nc(CN2CCC(c3ccccc3)CC2)cc(=O)[nH]1	0.5	-16%[57.1 µM]	-6%	14%[57.1 µM]	10	18	4%	1	-3%
O=C(CSc1nnc2ncccn12)N1CCCCCC1	0.0	7%[57.1 µM]	-12%	-7%[57.1 µM]	0.6	-23	3%	0	5%
COc1ccc2c(c1)CCc1c(C(=O)Nc3c(C)nn(Cc4ccccc4)c3C)noc1-2	-2.1&-0.5	2%	-7%&-2%	6%	-0.7&0.5	-12	5%&-4%	-4&-7	29%&1%
Cc1ccc(C(=O)Nc2nnc(SCc3cc(=O)c4c(C)ccc(C)c4[nH]3)s2)cc1	-0.7	5%[57.1 µM]	-11%	23%[57.1 µM]	0.5	/	17%	1	34%[activator]
O=C(COC(=O)c1cc([N+](=O)[O-])ccc1Cl)NC1CCCC1	0.2	-8%	-19%	?	-0.4	-25	5%	12	3%
Nc1cc(C(=O)OCC(=O)NC(c2ccccc2)c2ccccc2)ccc1Cl	-0.9	0%	-17%	8%	-1.7	-5	7%	2	-4%
C[C@H](CO)N1C[C@H](C)[C@@H](CN(C)S(=O)(=O)c2cccs2)Oc2ccc(NS(=O)(=O)c3ccc(F)cc3)cc2C1=O	/	-3%	3%	-2%	/	/	-4%	/	-2%
CC(=O)N1N=C(c2ccccc2O)OC1(C)CC(=O)Nc1ccccc1 (stereo unspecified)	-0.4	5%	-16%	-23%	-1.6	-8	3%	4	-6%
O=C(COC(=O)CCC(=O)c1cccs1)Nc1cccc(S(=O)(=O)N2CCOCC2)c1	-0.7	-4%	-10%	-3%	0.8	13	5%	4	-14%
COc1ccc(Sc2ccccc2CN(C)C)cc1OC	-0.3	14%[57.1 µM]	-16%	20%[57.1 µM]	1.3	-7	3%	-3	-2%
O=C(CN1C(=O)C2CC=CCC2C1=O)NCc1ccc2c(c1)OCO2 (stereo unspecified)	-0.6	10%[57.1 µM]	8%	17%[57.1 µM]	-0.5	2	6%	-3	11%
CN(C1CCCCC1)S(=O)(=O)c1ccc(Cl)c(C(=O)O)c1	0.3	-5%	-6%	9%[57.1 µM]	-1.3	3	2%	-6	-2%
O=C(NCCn1cc(SCc2ccccc2)c2ccccc21)c1cccs1	1.8	-3%	-9%	21%[11.4 µM]	1.0	/	4%	-8	?
O=C(COC(=O)c1ccc(OC(F)F)cc1)NCCC1=CCCCC1	0.0	-8%	-6%	4%	-0.1	-15	-13%	1	0%
O=C1CN(C(=O)NCC(=O)N[C@@H](Cc2ccccc2)C(=O)O)c2ccccc2N1	0.1	6%	-13%	2%[57.1 µM]	1.1	-3	15%	-8	-7%
COc1cccc(NC(=O)COC(=O)c2c(F)cccc2F)c1	0.1	-1%	-11%	0%	1.4	14	3%	-5	-3%
O=C(CNC(=O)c1ccco1)NCc1ccc2c(c1)OCO2	/	5%	-17%	21%	/	/	5%	/	-18%
COc1cc(CN2CCC(n3nccc3NC(=O)C3CCOC3)CC2)ccc1F (stereo unspecified)	-0.1	-11%	0%	-11%	0.5	-7	1%	2	2%
CC(C)C(NC(=O)c1ccc2c(c1)OCCO2)c1nc2ccccc2[nH]1 (stereo unspecified)	0.6	-1%	-8%	25%	0.2	-6	-7%	-11	-2%
